MCF10A rereplic: inducers of DNA re-replication in MCF 10A breast cells; MCF 10A DNA re-replication, Hoechst nuclear intensity, 48 h; Potency, µM (series often up to 46.1 µM), for the others: at the highest dose activity, positive = re-replication, most hits filed as activators; 350,000 tested, 2.9% active; also: potency is read from the fitted curve at half-maximal effect; % of control where 0% means no effect; nearly all actives have a fitted effect of over 50% in size
IL-1B inflam inh: blocks inflammasome-driven IL-1 beta release | THP-1 LPS/ATP IL-1B secretion, AlphaLISA, 16 h; stronger effect = lower value | activity change, % at 57.5 µM | 360,000 tested, 4.7% active | AID 743279; in the data active = activity change below about -50%; inconclusive = mostly about -30% to -49%; also: % is scaled to controls: 0 for no effect and ±100 for the full control effect
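Secreted IL-1B measured by AlphaLISA bead assay after 16 h compound exposure of THP-1 cells; compounds (final up to 57.5 uM) added 1 h before LPS (250 ng/mL) and ATP (1.25 mM) stimulation; lower signal means less secretion.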
KB-3-1 cytotox: KB-3-1 parental cell cytotoxicity. KB-3-1 viability, CellTiter-Glo ATP luminescence, 72 h. Potency, µM (doses to about 46.1 µM), inactives show at the highest dose activity change, negative = cytotoxic, most hits filed as cytotoxic. 400,000 tested, 1.4% active. AID 1347075; also: potency is read from the fitted curve at half-maximal effect; % is scaled to controls: 0 for no effect and ±100 for the full control effect; nearly all actives have a fitted effect of over 60% in size
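Screening of KB-3-1 cells (DMEM, 10% FBS, phenol-red free) ran from lowest to highest compound concentration; after 72 h at 37 °C viability was read luminescently and curves fitted.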
ATXN viability: viability counter-screen for ATXN expression inhibitors. S2 cells (HEK-293 line with an ATXN2-luciferase reporter) viability, CellTiter-Fluor protease fluorescence, 24 h. 400,000 tested, 0.49% active. Potency, µM (series often up to 56.7 µM), most hits filed as cytotoxic; also: potency is read from the fitted curve at half-maximal effect; nearly all actives have a fitted effect of over 40% in size
ATXN2 expr inh: reduces ATXN2 reporter expression in HEK-293 cells. AID 1745845. 360,000 tested, 0.72% active. HEK-293 ATXN2-luciferase reporter, luminescence, 24 h. Potency, µM (top dose mostly 57 µM), for inactives: at the highest dose activity change, negative = inhibition, actives largely listed as inhibitors; also: potency is read from the fitted curve at half-maximal effect; % is scaled to controls: 0 for no effect and ±100 for the full control effect; nearly all actives have a fitted effect of over 55% in size
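qHTS (up to 57 uM final) was run with 24 h compound exposure of reporter cells at 37 °C. Each well was multiplexed: SteadyGlo luminescence measured ATXN2-luciferase expression after a fluorogenic Gly-Phe-AFC viability readout (25 uM final).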
HT1080 IDH1KD tx: HT-1080 IDH1 knockdown cell toxicity (counter line); HT-1080 IDH1 knockdown viability, ATP luminescence, 48 h; Potency, µM (top dose mostly 46.1 µM), for inactives: at the highest dose activity, negative = toxicity, hits mostly cytotoxic; 360,000 tested, 2% active; AID 686971;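 also: potency is read from the fitted curve at half-maximal effect; 0% = DMSO wells and -100% = cell-free medium wells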
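Viability of IDH1-knockdown HT-1080 fibrosarcoma cells was assessed by CellTiter-Glo after 48 h at 37 °C with titrated compound; concentration-effect curves were classified by fit quality and response size.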
SW480 rereplic: inducers of DNA re-replication in SW480 colon cancer cells | SW480 DNA re-replication, Hoechst DNA content imaging, 48 h | 340,000 tested, 1.8% active | AID 624297 | Potency, µM (top dose mostly 46.1 µM), inactives show top-dose re-replication activation, actives largely listed as activators; also: potency is read from the fitted curve at half-maximal effect; % of control where 0% means no effect; nearly all actives have a fitted effect of over 55% in size
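Image-based DNA-content assay: after two days of treatment, nuclei were labelled with the DNA dye Hoechst and imaged, and hits were compounds raising the count of nuclei showing high fluorescence intensity.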
HT1080-NT tox: kills 2HG-producing HT-1080-NT fibrosarcoma cells. HT-1080-NT fibrosarcoma viability, CellTiter-Glo ATP luminescence, 48 h. Potency, µM (top dose mostly 46.1 µM), for inactives: at the highest dose activity, negative = less viability, hits mostly cytotoxic. 360,000 tested, 1.6% active;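 also: NT is the 2HG producing partner of a matched IDH1 knockdown line; potency is read from the fitted curve at half-maximal effect; 0% = DMSO-treated cells and -100% = media-only wells without cells; nearly all actives have a fitted effect of over 55% in size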
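Luminescent CellTiter-Glo readout after 48 hours of compound exposure at 37 degrees C defined viability of HT-1080-NT cells. Activity was normalized to DMSO wells and cell-free media wells; concentration-response curves were fitted and assigned curve classes.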
KB-V1 cytotox: kills drug-selected multidrug resistant KB-V1 cells | KB-V1 MDR cells viability, CellTiter-Glo, 72 h | Potency, µM (titrated, usually from 46.1 µM), for inactives: top-dose activity change, negative = cytotoxicity, actives largely listed as cytotoxic | 400,000 tested, 3.4% active; also: potency is read from the fitted curve at half-maximal effect; % is scaled to controls: 0 for no effect and ±100 for the full control effect; nearly all actives have a fitted effect of over 60% in size
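KB-V1 cells (P-gp-expressing MDR subline of KB-3-1) in phenol-red-free DMEM with 10% FBS were exposed to library compounds over a concentration series for 72 h at 37 degrees C. Viability read by CellTiter-Glo luminescence; concentration-effect curves fitted after normalization.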
* hit, by the source's call; [ ] = remark or other dose. Unless noted, calls follow the shape of the dose curve; as a rule, active = well fitted curve in the direction sought with a large enough effect; inconclusive = small, poorly fitted or top-dose-only effect, or another doubt; inactive = no such curve, though single readings can be large; an effect the other way counts as inactive or inconclusive.

Screening O=C(Nc1nnc(S(=O)(=O)N2CCCCC2)s1)c1cccc(Br)c1 returned MCF10A rereplic 9%, IL-1B inflam inh 7, KB-3-1 cytotox inconclusive, ATXN viability inconclusive, ATXN2 expr inh 2%, HT1080 IDH1KD tx 1%, SW480 rereplic -16%, HT1080-NT tox -4% and KB-V1 cytotox 1%.
CC(CO)NCC12CC3CC(CC(C3)C1)C2 (stereo not drawn) was read as MCF10A rereplic 4%, IL-1B inflam inh 4, KB-3-1 cytotox 6%, ATXN viability inactive, ATXN2 expr inh -16%, HT1080 IDH1KD tx 17%, SW480 rereplic -2%, HT1080-NT tox 12% and KB-V1 cytotox 3%.
Screening S=C(NCCc1c[nH]c2ccccc12)NC1CC1 returned MCF10A rereplic -5%, IL-1B inflam inh 35, KB-3-1 cytotox 2%, ATXN viability inactive, ATXN2 expr inh 10%, HT1080 IDH1KD tx 1%, SW480 rereplic -6%, HT1080-NT tox 1% and KB-V1 cytotox 7%.
Screening CCS(=O)(=O)N1CCC(C(=O)NCCC2=CCCCC2)CC1 returned MCF10A rereplic inconclusive, IL-1B inflam inh -7, KB-3-1 cytotox 1%, ATXN viability inactive, ATXN2 expr inh 5%, HT1080 IDH1KD tx 3%, SW480 rereplic inconclusive, HT1080-NT tox 14% and KB-V1 cytotox -14%.
`CCOc1ccc2nc(CN3CCN(Cc4ccsc4)C(CCO)C3)ccc2c1` (stereo not drawn) gave MCF10A rereplic 25%, IL-1B inflam inh -6, KB-3-1 cytotox -4%, ATXN viability inconclusive, HT1080 IDH1KD tx 2%, SW480 rereplic 16%, HT1080-NT tox -2% and KB-V1 cytotox -4%.
`Cc1cccc(OCCn2ccnc2)c1C` gave MCF10A rereplic 0%, IL-1B inflam inh 10, KB-3-1 cytotox -3%, ATXN viability inactive, ATXN2 expr inh 5%, HT1080 IDH1KD tx 3%, SW480 rereplic 0%, HT1080-NT tox 1% and KB-V1 cytotox -8%.
`COC(=O)c1cnc(Oc2ccc(NC(=O)NC(=O)c3ccccc3Cl)cc2)cc1C(F)(F)F` gave MCF10A rereplic inconclusive, IL-1B inflam inh 8, KB-3-1 cytotox 1%, ATXN viability inconclusive, ATXN2 expr inh -2%, HT1080 IDH1KD tx 0%, SW480 rereplic 8%, HT1080-NT tox 2% and KB-V1 cytotox inconclusive.
For Cc1cccc(NC(=S)NC(=O)CCc2ccccc2)c1C the results were MCF10A rereplic -4%, IL-1B inflam inh 20, KB-3-1 cytotox 6%, ATXN viability inactive, ATXN2 expr inh 7%, HT1080 IDH1KD tx inconclusive, SW480 rereplic 0%, HT1080-NT tox inconclusive and KB-V1 cytotox 2%.
For CCN(CC(=O)Nc1ccc(NC(C)=O)cc1)C(=O)c1c(C)nn(Cc2ccc(C)cc2)c1Cl the results were MCF10A rereplic 3%, IL-1B inflam inh -4, KB-3-1 cytotox 5%, ATXN viability inactive, ATXN2 expr inh 7%, HT1080 IDH1KD tx 0%, SW480 rereplic -10%, HT1080-NT tox 1%[9.24 µM] and KB-V1 cytotox 9%.
Screening COc1ccc(Br)cc1/C=N/NC(=O)c1cccnc1 returned MCF10A rereplic 18%, IL-1B inflam inh 31, KB-3-1 cytotox -18%, ATXN viability inactive, ATXN2 expr inh -15%, HT1080 IDH1KD tx -3%, SW480 rereplic inconclusive, HT1080-NT tox -11% and KB-V1 cytotox -7%.
Screening CC1(C(=O)NS(=O)(=O)c2cccc(C#N)c2)CCN1C(=O)CC1CC1 (stereo not drawn) returned IL-1B inflam inh 14, KB-3-1 cytotox 7%, ATXN viability inactive, ATXN2 expr inh 17%, HT1080 IDH1KD tx 12%, HT1080-NT tox 11% and KB-V1 cytotox -8%.
Screening Cc1c(C(=O)Nc2ccc(Cl)cn2)oc2ccccc12 returned MCF10A rereplic 7%, IL-1B inflam inh 70, KB-3-1 cytotox -1%, ATXN viability inactive, ATXN2 expr inh 32%[activator], HT1080 IDH1KD tx -10%, SW480 rereplic -1%[9.22 µM], HT1080-NT tox -5% and KB-V1 cytotox -14%.
For COc1ccc(C(C(=O)NC2CCCC2)N(C(=O)c2csnn2)C2CC2)cc1 (stereo not drawn) the results were MCF10A rereplic -2%, IL-1B inflam inh -14, KB-3-1 cytotox -1%, ATXN viability inactive, ATXN2 expr inh 38%, HT1080 IDH1KD tx 8%, SW480 rereplic -4%, HT1080-NT tox 5% and KB-V1 cytotox inconclusive.
Cc1ccc(S(=O)(=O)N2CCN(C(=O)CSc3ccccn3)CC2)c(C)c1 was read as MCF10A rereplic 2%, IL-1B inflam inh -1, KB-3-1 cytotox 17%, ATXN viability inactive, ATXN2 expr inh 3%, HT1080 IDH1KD tx -16%, SW480 rereplic -13%, HT1080-NT tox -8% and KB-V1 cytotox inconclusive.
Screening Cc1ccc(C(OCC(O)CN2CCCCC2)c2ccccc2)cc1 (stereo not drawn) returned MCF10A rereplic -1%, IL-1B inflam inh inconclusive, KB-3-1 cytotox 5%, ATXN viability inconclusive, ATXN2 expr inh 0%, HT1080 IDH1KD tx 0%, SW480 rereplic -11%, HT1080-NT tox -10% and KB-V1 cytotox -14%.
Screening CN(CCC1CCCCO1)C(=O)c1cc(COc2ccc(F)cc2F)on1 (stereo not drawn) returned MCF10A rereplic 0%, IL-1B inflam inh 11, KB-3-1 cytotox 10%, ATXN viability inactive, ATXN2 expr inh 2%, HT1080 IDH1KD tx -1%, SW480 rereplic 6%, HT1080-NT tox -2% and KB-V1 cytotox -7%.
COC(=O)CCC(=O)N1CCCC(C(=O)c2cc(F)ccc2F)C1 (stereo not drawn) was read as MCF10A rereplic 2%, IL-1B inflam inh 5, KB-3-1 cytotox 11%, ATXN viability inactive, ATXN2 expr inh 0%, HT1080 IDH1KD tx 3%, SW480 rereplic 7%, HT1080-NT tox 6% and KB-V1 cytotox 11%.
`CC(=O)c1c(O)c(C)c(O)c2c1OC1=Cc3c(c(C)nn3C)C(=O)C12C` (stereo not drawn) gave IL-1B inflam inh 10, KB-3-1 cytotox inconclusive, ATXN viability inactive, HT1080 IDH1KD tx -2%, HT1080-NT tox 7% and KB-V1 cytotox inconclusive.
For OCC[C@@H]1C[C@H](O)[C@@H](O)[C@@]2(Cc3ccccc3O2)O1 the results were MCF10A rereplic 9%, IL-1B inflam inh 3, KB-3-1 cytotox inconclusive, ATXN viability inactive, ATXN2 expr inh 5%, HT1080 IDH1KD tx -12%, SW480 rereplic -6%, HT1080-NT tox -11% and KB-V1 cytotox 15%.
`CC(=O)c1cc(CC=C(C)C)c(O)c(CC=C(C)C)c1O` gave MCF10A rereplic inconclusive, IL-1B inflam inh -14, KB-3-1 cytotox -21%, ATXN viability inconclusive, ATXN2 expr inh -16%, HT1080 IDH1KD tx -26%, SW480 rereplic -2%, HT1080-NT tox -18% and KB-V1 cytotox -1%.
`CC(C)c1ccc(/C=C/C(=O)NCc2ccc(S(N)(=O)=O)cc2)cc1` gave MCF10A rereplic -6%, IL-1B inflam inh 2, KB-3-1 cytotox 3%, ATXN viability inactive, ATXN2 expr inh 24%, HT1080 IDH1KD tx -15%, SW480 rereplic -4%, HT1080-NT tox -9% and KB-V1 cytotox -10%.
`CCOC(=O)c1c(C)oc2ccc(O)c(CN3CCCCC3)c12` gave MCF10A rereplic 8%, IL-1B inflam inh -69*, KB-3-1 cytotox -10%, ATXN viability inactive, ATXN2 expr inh -17%, HT1080 IDH1KD tx -21%, SW480 rereplic 2%, HT1080-NT tox inconclusive and KB-V1 cytotox -2%.
CCC(C)NC(=O)CSc1nc2scc(-c3ccccc3)c2c(=O)[nH]1 (stereo not drawn) was read as MCF10A rereplic inconclusive, IL-1B inflam inh 41, KB-3-1 cytotox 3%, ATXN viability inconclusive, ATXN2 expr inh -17%, HT1080 IDH1KD tx 4%, SW480 rereplic -2%, HT1080-NT tox 9% and KB-V1 cytotox 23%.
For Cc1ccccc1C(=O)N1CCC[C@H]1C(=O)N1CCC[C@H]1C(=O)NCc1ccccn1 the results were IL-1B inflam inh 26, KB-3-1 cytotox 11%, ATXN viability inactive, ATXN2 expr inh 10%, HT1080 IDH1KD tx 20%, HT1080-NT tox 19% and KB-V1 cytotox -13%.
`CCCCCCc1cc2cc(C(=O)NCc3ccccc3)c(=N)oc2cc1O` gave MCF10A rereplic 7.3µM*, IL-1B inflam inh -17, KB-3-1 cytotox -30%, ATXN viability inactive, ATXN2 expr inh -34%, HT1080 IDH1KD tx -2%, SW480 rereplic inconclusive, HT1080-NT tox 9% and KB-V1 cytotox -26%.
CC1(c2ccc(OC(F)F)cc2)NC(=O)N(CC(=O)Nc2ccc(S(N)(=O)=O)cc2)C1=O (stereo not drawn) was read as MCF10A rereplic 10%, IL-1B inflam inh 7, KB-3-1 cytotox 0%, ATXN viability inactive, HT1080 IDH1KD tx 4%, SW480 rereplic -95%[inhibitor], HT1080-NT tox -2% and KB-V1 cytotox -1%.
Screening CC1CCN(S(=O)(=O)c2ccc3c(c2)NC(=O)CS3)CC1 returned MCF10A rereplic -10%, IL-1B inflam inh 0, KB-3-1 cytotox -8%, ATXN viability inconclusive, ATXN2 expr inh 0%, HT1080 IDH1KD tx 6%, SW480 rereplic -6%, HT1080-NT tox 11% and KB-V1 cytotox 7%.
Screening O=C1NC[C@H](c2ccccc2)N(CCc2cccc3ccccc23)C1=O returned MCF10A rereplic -1%, IL-1B inflam inh 4, KB-3-1 cytotox 18%, ATXN viability inactive, ATXN2 expr inh 10%, HT1080 IDH1KD tx -7%, SW480 rereplic -38%[inhibitor], HT1080-NT tox 1% and KB-V1 cytotox -15%.
`CCOC(=O)N1CCC(N2CCN(CCC(C)C)C(CCO)C2)CC1` (stereo not drawn) gave MCF10A rereplic -1%, IL-1B inflam inh -2, KB-3-1 cytotox -7%, ATXN viability inactive, HT1080 IDH1KD tx -1%, SW480 rereplic -7%, HT1080-NT tox 5% and KB-V1 cytotox -8%.
